High-throughput results as filed in PubChem BioAssay.
UPR XBP1 act: activators of adaptive arm of unfolded protein response (XBP1); CHO-XBP1 luciferase reporter, IRE1-XBP1 UPR activation, luminescence; percent of tunicamycin response, DMSO as zero; activation, % at 20 µM; actives 0.33% (n = 330,000); AID 463104;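 active = versus positive control, 20 µM dose yields 30% or more activation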;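 note: 100% = tunicamycin at 10 µg/mL and 0% = DMSO only wells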
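assay system = CHO-XBP1 luciferase reporter cells | amount = 1000 cells/well | buffer or medium = F12 plus 10% FBS | compound dosing = single point, 20 µM final compound, 1% DMSO | incubation = 16-18 h cell attachment at 37 °C, then 6 h compound exposure | detection = Steady-Glo luminescence read | controls = tunicamycin 10 µg/mL and vehicle-only wells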
tim23-1 inh: tim23-1 yeast growth inhibition | inhibition, % at 20 µM | actives 1.3% (n = 330,000) | S. cerevisiae tim23-1 growth, BacTiter-Glo luminescence, 24 h;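 active = growth inhibition of the mutant yeast at or above 50%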;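 note: temperature-sensitive mutant grown at 25 °C; plate controls were DMSO-treated mutant yeast for no effect and medium wells lacking yeast for full effect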
CHOP UPR activ: activators of apoptotic arm of unfolded protein response (CHOP); CHO-CHOP luciferase reporter, UPR activation, luminescence; percent of tunicamycin response over DMSO baseline; activation, % at 10 µM; actives 0.34% (n = 330,000);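 active = at 10 µM dose, activation of 40% or more, normalized to positive control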;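 note: 100% = tunicamycin at 10 µg/mL and 0% = DMSO alone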
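System: CHO-CHOP luciferase reporter cell line | Buffer or medium: F12 medium containing 10% fetal bovine serum | Doses: One dose, 10 µM in 0.5% DMSO | Times: 6 h compound exposure at 37 °C after overnight seeding | Signal: Luciferase luminescence | Read-out: % activation vs tunicamycin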
tim10-1 inh: growth inhibitors of tim10-1 mutant yeast. S. cerevisiae tim10-1 ts strain growth, BacTiter-Glo, 24 h. inhibition, % at 20 µM. actives 2.2% (n = 330,000). AID 463190;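 active = inhibition of at least 40%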;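 note: mutant grown at 25 °C; 0% = DMSO wells with yeast and 100% = wells holding no yeast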
TIM10 inh: TIM10 yeast growth inhibition. actives 1.4% (n = 330,000). inhibition, % at 10 µM. AID 463195. S. cerevisiae TIM10 strain growth, BacTiter-Glo luminescence, 24 h;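 active = inhibition of 40% or more at the single tested concentration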;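 note: wild-type TIM10 isogenic control strain grown at permissive 25 °C; 0% = DMSO yeast wells and 100% = minimal medium wells without yeast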
APJ ag: APJ receptor agonism; CHO-K1 APJ PathHunter beta-arrestin, luminescence; 0% DMSO wells, 100% apelin; P35414; AID 2520; activation, % at 20 µM; actives 0.11% (n = 330,000);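 active = activation more than six SD over the plate average, tested at 20 µM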;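 note: 0% = DMSO alone and 100% = apelin-13 at 10 nM; some results filed as inactive read as strong as hits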
Target sequence (P35414 whole entry, looked up): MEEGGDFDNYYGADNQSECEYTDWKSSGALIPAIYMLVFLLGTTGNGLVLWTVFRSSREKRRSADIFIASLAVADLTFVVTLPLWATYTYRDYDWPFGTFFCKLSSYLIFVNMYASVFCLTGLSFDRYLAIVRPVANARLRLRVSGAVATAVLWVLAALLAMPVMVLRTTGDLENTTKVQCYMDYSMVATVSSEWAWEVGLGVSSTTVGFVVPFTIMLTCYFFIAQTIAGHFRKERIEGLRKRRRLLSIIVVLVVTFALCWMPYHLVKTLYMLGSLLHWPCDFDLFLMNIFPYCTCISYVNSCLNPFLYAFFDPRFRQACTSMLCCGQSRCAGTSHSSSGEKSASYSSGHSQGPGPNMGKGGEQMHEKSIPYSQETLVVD
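Incubation: overnight seeding, 90 min compound at 25 °C, 1 h detection; test system: PathHunter CHO-K1 APJ (AGTRL-1) beta-arrestin reporter cells; amount: 1000 cells/well; doses: one dose, 20 µM compound, 1% DMSO; measured by: beta-gal luminescence; measure: agonist-driven arrestin binding to APJ; benchmarks: negative DMSO alone, positive Apelin-13 at 10 nM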
GRIN3A LBD mod: NR3A (human) ligand-binding domain modulation. NR3A LBD differential scanning fluorimetry, Tm shift; 0% = protein alone, 100% = glycine-bound protein. Tm shift relative to glycine control, % at 25 µM. actives 2.5% (n = 340,000);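 active = melting temperature shift of at least 10% of the positive control shift, at one fixed dose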
NALP3 yeast inh: blocks the NALP3 inflammasome reconstituted in yeast. actives 0.39% (n = 330,000). Yeast reconstituted NLRP3/ASC/caspase-1, beta-gal luminescence, 24 h. inhibition, % at 10 µM;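 active = inhibition of 50% or more; inactive = inhibition below 50%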;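 note: plate controls were induced DMSO wells for no effect and uninduced yeast grown without galactose for full effect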
Mdm2 MdmX PPI: disrupts the human Mdm2-MdmX interaction | O15151+Q00987 | SaOS-2 split-luciferase Mdm2/MdmX complementation, luminescence | inhibition, % at 8 µM | actives 3% (n = 330,000);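 active = inhibition of at least 50% at 8 µM in the primary screen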
Starred values were filed as active, the others as inactive. An unsorted share of the library; 8.2% or so of the library scored in one or more.

SMILES	UPR XBP1 act	tim23-1 inh	CHOP UPR activ	tim10-1 inh	TIM10 inh	APJ ag	GRIN3A LBD mod	NALP3 yeast inh	Mdm2 MdmX PPI
O=C(CCCSc1nnnn1-c1cccc2ccccc12)c1ccc(F)cc1	-2	-40	0.6	-13	-16	5	3	20	23
CNC(C)C#Cc1c(-c2cc(OC)c(OC)c(OC)c2)noc1C (stereo unspecified)	0	21	-1.3	11	5	-5	1	-7	28
COc1ccc(OC)c(NC(=O)CSc2nnc(CNC(=O)c3cccs3)o2)c1	-9	13	0.5	13	-3	2	-5	13	9
Cc1c(NC(=O)C(C)n2cc([N+](=O)[O-])cn2)c(=O)n(-c2ccccc2)n1C (stereo unspecified)	-2	2	0.3	-5	-7	-1	5	-9	1
COc1ccc(CCC(=O)Nc2ccc(Cl)c(S(=O)(=O)N3CCCC3)c2)cc1	1	22	-1.0	16	8	0	0	-27	27
Cc1ccc(NC2=CC(=O)CCC2)cc1C	0	17	0.4	8	9	2	1	-5	-6
Cc1cc(C)nc(NS(=O)(=O)c2ccc(NC(=O)c3ccccc3C)cc2)n1	-2	3	0.6	-11	-9	0	-1	24	18
CC(c1nccs1)N(C)C(=O)CCc1nnc(-c2ccc(-c3ccccc3)cc2)o1 (stereo unspecified)	-2	33	-1.8	21	22	0	0	7	9
CC1(C)CC(c2nc(-c3ccccc3)cs2)CCS1 (stereo unspecified)	-1	20	2.3	17	8	-4	10*	-32	-26
COc1ccc(-c2nc3oc4cc(OC)ccc4c(=O)c3c(=O)n2Cc2ccco2)cc1	-1	38	1.1	22	15	-3	-2	10	-1
Cc1c(Br)c([N+](=O)[O-])nn1CCCC(=O)Nc1sc2c(c1C#N)CCC2	-3	29	-0.6	33	30	-1	-4	9	-3
O=[N+]([O-])c1ccc(Nc2ccc(F)cc2)cc1	1	7	2.1	-1	19	-3	-1	5	5
CCOC(=O)Cc1csc(NC(=O)Cc2ccc(C)cc2)n1	1	21	-0.9	30	-5	-1	-1	0	-1
O=C(Nc1ccc(Cl)cn1)C1CCCN(c2ncnc3c2nc2n3CCCCC2)C1 (stereo unspecified)	-4	35	-3.0	-3	3	-6	-1	19	10
CC1SCC(=O)N(CC(=O)NC2CCCCC2)C1=O (stereo unspecified)	3	4	-1.8	24	-16	-3	-1	2	-4
COCCn1c(SCC(=O)N2CC(C)OC(C)C2)nc2c([nH]c3ccccc32)c1=O (stereo unspecified)	-3	-2	-0.2	12	6	-4	-2	-1	13
OCCNCC(O)CN1c2ccccc2Sc2ccccc21 (stereo unspecified)	4	11	1.8	0	-5	0	3	11	24
Cc1ccc(NCc2ccc([N+](=O)[O-])s2)cc1	-2	31	0.6	38	32	1	2	13	9
O=C(Nc1ccc(N2CCCC2)cc1)c1cccc(-c2cc3ccccc3oc2=O)c1	-2	0	2.4	9	15	3	1	6	-2
COc1ccc(-c2[nH]c(-c3ccccc3)nc2SCC(=O)NC2CCCC2)cc1	-4	23	-0.1	22	11	-2	0	-4	26
CN1CCN(c2ccc(C(=O)c3ccc(F)cc3)cc2)CC1	-4	-9	-0.5	-4	-15	-3	0	16	-92
COc1ccc(/C(C)=N/NC(=O)c2cc(-c3cccnc3)nc3ccccc23)cc1	0	-14	-0.2	12	-8	0	-3	-3	24
COc1cccc(CC(=O)OCC(=O)NNC(=O)c2ccc([N+](=O)[O-])cc2)c1	-5	9	-1.4	-2	8	24	-1	13	18
C[C@H](NC(=O)OC(C)(C)C)C(=O)NCC1CCC(C(=O)N[C@@H](Cc2ccccc2)C(=O)O)CC1 (stereo partly specified)	-1	16	0.2	24	-12	-2	1	13	3
CC(C)(C)c1nn2cnnc2n(/N=C/c2cccc3ccccc23)c1=O	-2	13	1.2	10	-8	-1	0	17	-13
COc1ccccc1NC(=O)C(=O)NCCC1CCCCN1S(=O)(=O)c1ccccc1 (stereo unspecified)	0	32	-0.7	22	13	-4	1	17	5
CS(=O)(=O)c1ccc(C(=O)NCc2ccc(F)cc2)cc1	-5	6	-1.3	9	-12	0	0	15	-4
COCCn1c(C)cc(C(=O)CN2c3cccc4cccc(c34)S2(=O)=O)c1C	2	5	3.5	10	-5	2	2	11	6
c1ccc(NCc2cccnc2)cc1	0	-1	-1.9	1	-15	0	-1	16	32
COc1cccc(NC(=O)CNC(=O)[C@@H]2Cc3ccccc3CN2C(=O)OC(C)(C)C)c1	-2	18	0.8	28	9	-4	1	-4	-10
COc1ccc(C)c2sc(N(CCN(C)C)C(=O)c3cccc(N4C(=O)CCC4=O)c3)nc12	1	4	0.8	7	2	-3	3	5	-13
Cc1cccn2c(=O)c3cc(C(=O)O)n(C)c3nc12	-2	4	-0.5	-1	9	1	-3	-5	12
Oc1ccc(Br)cc1-c1n[nH]c(=S)n1Cc1ccccc1	4	25	1.4	18	18	-4	-5	23	14
CCN(CC)C(=O)N1CCn2c(nc3ccccc32)C1	1	29	-2.3	22	-2	-3	-1	15	-29
CCn1c(COC(=O)CNC(=O)c2ccccc2F)nc2cc(S(=O)(=O)N(C)C)ccc21	-3	-11	-0.4	-18	3	0	0	12	8
Nc1ccc(CNc2ncn[nH]2)cc1	-1	1	0.7	-8	-20	-5	0	-8	12
CCCc1nc2oc3c(NCC(C)O)ncnc3c2c2c1CCCC2 (stereo unspecified)	1	31	0.8	34	41*	0	-3	18	-26
COc1ccc(F)cc1S(=O)(=O)N1CCCC(C)C1 (stereo unspecified)	3	14	0.7	20	20	-4	0	-37	4
CCCCn1c(SCC(=O)NC2CCCC2)nc2ccccc2c1=O	-1	-2	-0.8	-14	-9	-1	0	17	-18
CCOC(=O)NC(Cc1c[nH]c2ccccc12)C(=O)NCCc1ccc(S(N)(=O)=O)cc1 (stereo unspecified)	5	24	0.8	23	-8	-1	-1	3	-32
CCC1C(=O)N=C(SCC(=O)Nc2nc3ccccc3s2)NC1=O (stereo unspecified)	-2	10	0.2	-13	2	-2	0	12	72*
O=C(/C=C1\NCC2c3ccccc3CCN2C1=O)c1ccccc1 (stereo unspecified)	1	4	2.6	5	1	-4	3	-4	5
CCOc1cc(C(=S)N2CCN(C)CC2)ccc1OCC(=O)N1CCOCC1	0	3	1.7	4	3	-2	2	-6	7
O=C(NCCc1cccs1)c1ccc(Cl)cc1	-7	0	1.1	12	-6	-5	-1	26	-82
CCc1sc(C(=O)Nc2ccc(N3CCOCC3)cc2)cc1C	0	26	2.9	24	1	2	-2	24	-51
CC1CN(c2nc(-c3ccc(Br)cc3)nnc2-c2ccccc2)CC(C)N1 (stereo unspecified)	4	19	-0.6	19	8	5	0	1	81*
CCCCN=c1scc(-c2ccc3c(c2)NC(=O)CO3)n1N=C1CCCC1	0	22	0.0	44*	32	-1	-3	0	-4
CCOc1ccc(Cn2nnc(C(=O)Nc3cc(OC)cc(OC)c3)c2N)cc1	0	4	-2.2	-14	-30	-3	-21	30	6
COc1cc(/C=N/n2cnnc2)ccc1OCCOc1ccccc1	-4	12	0.7	18	7	4	-1	27	-14
CCN(CC)c1ccc(C2NC(=O)NC(C)=C2C(=O)Nc2ccccc2)cc1 (stereo unspecified)	-4	11	-0.3	6	-8	-1	-2	4	4
CN1CCN(c2nc3c(c(=O)[nH]c(=O)n3C)n2Cc2cccc3ccccc23)CC1	-3	19	-0.8	5	11	5	-3	3	-7
O=C(C[C@H]1C/C=C\CC[C@H](Cc2ccc(F)cc2)C(=O)OC[C@H]2CCCN2C1=O)N[C@H](CO)Cc1ccccc1	0	21	0.5	18	4	-3	3	-5	6
NS(=O)(=O)c1cccc(NC(=O)CC23CC4CC(C2)CC(CC(=O)Nc2cccc(S(N)(=O)=O)c2)(C4)C3)c1	-4	-2	-1.8	5	0	-3	-1	-6	-22
CCCCOc1ccc(C2=CSC3=NCCN23)cc1[N+](=O)[O-]	7	-9	0.1	-24	-6	-4	-7	6	10
CCOC(=O)C(C(C)=O)c1c(Br)c(O)c(O)c2c(C(=O)c3ccc(C)cc3)coc12 (stereo unspecified)	25	30	39	2	24	8	-2	14	64*
O=C(N/N=C/c1cccc(Oc2ccccc2)c1)c1ccccc1Br	0	36	-1.5	25	-17	0	-13	19	21
Cc1cccc(CN2CCN(Cc3ccco3)CC2)c1	-2	7	-0.4	12	6	0	-1	21	-6
O=C1SC(c2ccccc2)=N/C1=C/c1ccco1	0	17	2.4	16	10	-4	0	8	19
CCOC(=O)C1CCCN(c2nc(C)nc3c2oc2ccccc23)C1 (stereo unspecified)	3	32	2.5	11	32	1	-4	23	15
CC(c1ccccc1)N1C(=O)NC(NC(=O)c2cccnc2)(C(F)(F)F)C1=O (stereo unspecified)	2	-6	0.9	17	3	-15	5	-8	22

GRIN3A LBD mod, entries above that show a hit.
Structure | UPR XBP1 act | GRIN3A LBD mod | NALP3 yeast inh | Mdm2 MdmX PPI
CC1(C)CC(c2nc(-c3ccccc3)cs2)CCS1 (stereo unspecified) | -1 | 10* | -32 | -26

Following part.
SMILES	UPR XBP1 act	tim23-1 inh	CHOP UPR activ	tim10-1 inh	TIM10 inh	APJ ag	GRIN3A LBD mod	NALP3 yeast inh	Mdm2 MdmX PPI
CCOC(=O)C1CCN(S(=O)(=O)c2ccc3c(c2)CC(=O)N3)CC1	1	-6	0.3	-2	0	4	0	2	8
CCOc1ccc(C(c2c(NC(=O)c3ccccc3)sc(C)c2C)N2CCN(C)CC2)cc1 (stereo unspecified)	0	41	1.3	27	37	0	0	5	1
CCOc1ccc(NC(=O)CN(C)C(=O)c2cn(-c3ccc(F)cc3)nc2-c2cccc(OC)c2)cc1OCC	-4	19	3.8	11	19	0	5	21	24
CCOC(=O)Nc1ccc(S(=O)(=O)Nc2cc(C)on2)cc1	-1	-2	0.9	2	-1	-4	1	-14	3
O=C(CN1C(=O)COc2ccc(Cl)cc21)N1CCc2ccccc21	0	5	-1.6	14	2	0	-1	2	-10
CC(=O)c1cccc(-n2c(CCC(=O)O)ccc2-c2cccs2)c1	1	17	-0.6	15	3	-1	0	23	7
O=[N+]([O-])c1c(Nc2ccc(Br)cc2)ccc2nonc12	0	-9	-1.3	1	-8	1	0	2	3
COc1cc(C(=O)N2CCN(c3ccccc3OC)CC2)c([N+](=O)[O-])cc1OC	-2	12	3.9	6	9	-4	0	7	14

3 entries out of the list, ordered by molecular weight, highest first:
SMILES	UPR XBP1 act	tim23-1 inh	CHOP UPR activ	tim10-1 inh	TIM10 inh	APJ ag	GRIN3A LBD mod	NALP3 yeast inh	Mdm2 MdmX PPI
CCOc1ccc(C(c2c(NC(=O)c3ccccc3)sc(C)c2C)N2CCN(C)CC2)cc1 (stereo unspecified)	0	41	1.3	27	37	0	0	5	1
O=[N+]([O-])c1c(Nc2ccc(Br)cc2)ccc2nonc12	0	-9	-1.3	1	-8	1	0	2	3
CCOC(=O)Nc1ccc(S(=O)(=O)Nc2cc(C)on2)cc1	-1	-2	0.9	2	-1	-4	1	-14	3
